High-throughput results deposited in PubChem BioAssay by several laboratories.
sEH inh: soluble epoxide hydrolase inhibitors, primary screen, biochemical, human sEH; Bifunctional epoxide hydrolase 2 (Homo sapiens), P34913; recombinant human sEH enzymatic activity assay; inhibition, % at 2 µM; actives 0.34% (n = 91,000); AID 707, 2007; in the data active = inhibition above about 80%; note: values of inactives mirror those of a sister screen read the other way; many of its hits are not listed in these tables
Target sequence (P34913 whole entry, looked up): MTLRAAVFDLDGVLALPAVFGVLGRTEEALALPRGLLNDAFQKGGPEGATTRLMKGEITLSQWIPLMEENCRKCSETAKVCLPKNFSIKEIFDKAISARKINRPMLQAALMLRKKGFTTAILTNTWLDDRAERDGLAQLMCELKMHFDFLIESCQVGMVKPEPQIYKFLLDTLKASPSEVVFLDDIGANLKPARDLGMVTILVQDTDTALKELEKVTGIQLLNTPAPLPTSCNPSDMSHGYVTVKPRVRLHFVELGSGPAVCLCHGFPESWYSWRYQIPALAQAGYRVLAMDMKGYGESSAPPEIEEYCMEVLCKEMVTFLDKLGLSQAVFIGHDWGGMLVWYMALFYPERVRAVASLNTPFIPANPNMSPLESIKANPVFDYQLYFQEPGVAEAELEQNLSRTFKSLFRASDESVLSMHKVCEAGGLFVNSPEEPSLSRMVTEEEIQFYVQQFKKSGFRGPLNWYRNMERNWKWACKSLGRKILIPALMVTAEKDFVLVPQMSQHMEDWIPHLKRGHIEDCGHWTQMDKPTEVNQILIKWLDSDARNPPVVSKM
PostGolgi ctrl: growth inhibition of yeast control strain, primary screen, counter-screen for post-Golgi transport modulator project; efflux-deficient yeast background strain, growth absorbance A615, 16 h; inhibition, % at 10 µM; actives 5% (n = 98,000)
S1P2 antag: human S1P2 receptor antagonists, primary screen, cell-based | inhibition, % at 5 µM | cell-based S1P2 antagonist assay, inhibition at 5 uM | actives 0.21% (n = 97,000); in the data active = inhibition above about 45%;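 note: CRE beta-lactamase reporter cells expressing human S1P2 stimulated with S1P; 0% = agonist at EC80 alone and 100% = agonist plus reference antagonist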
Target sequence (O95136 whole entry, looked up): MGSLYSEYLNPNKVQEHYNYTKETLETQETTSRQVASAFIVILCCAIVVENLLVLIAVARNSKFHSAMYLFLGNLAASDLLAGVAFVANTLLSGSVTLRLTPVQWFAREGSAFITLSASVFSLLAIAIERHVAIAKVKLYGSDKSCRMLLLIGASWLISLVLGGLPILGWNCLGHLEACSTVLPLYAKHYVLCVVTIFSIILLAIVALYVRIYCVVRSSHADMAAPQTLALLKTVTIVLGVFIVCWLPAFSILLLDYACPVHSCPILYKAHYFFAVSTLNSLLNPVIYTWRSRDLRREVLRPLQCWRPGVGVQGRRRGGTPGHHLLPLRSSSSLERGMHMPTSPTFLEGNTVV
S1P2 agonist: S1P2 receptor agonists, primary screen, cell-based; S1P2-expressing cell line, agonist reporter read-out; activation, % at 4.5 µM; Sphingosine 1-phosphate receptor 2 (Homo sapiens), O95136; actives 0.46% (n = 97,000); in the data active = activation above about 16%;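 note: 0% = vehicle low control and 100% = maximal reference agonist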
sEH act: soluble epoxide hydrolase activators, primary screen, biochemical, human sEH; AID 717, 2007; activation, % at 2 µM; purified human sEH enzymatic activity, activator screen; actives 0.04% (n = 91,000); in the data active = activation above about 37%; note: values of inactives mirror those of a sister screen read the other way
PostGolgi yeast: phenotypic screen on post-Golgi transport, primary screen | post-Golgi transport phenotypic cell assay | inhibition, % at 10 µM | actives 0.9% (n = 98,000) | AID 739, 2007;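 note: yeast cells grown in 1536-well plates; yeast grown about 18 h at 30C before absorbance read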
CYP2C19 inh: blockers of cytochrome P450 2C19 activity – biochemical, luminescence, ADME assay, primary screen. P33261. CYP2C19 Supersomes, luciferin-H EGE luminescence, 30 min. inhibition, % at 5 µM. actives 21% (n = 96,000);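 active = CYP2C19 inhibition above a set limit at 5 µM in the primary screen, cut at about 50% in these data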;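 note: plate controls were negative control wells for no effect and 2.5 mM tranylcypromine positive control for full effect; values of inactives mirror those of a sister screen read the other way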
DAT uptake mod: changed hDAT dopamine uptake under cocaine IC80, either direction, primary screen, cocaine antagonist project, cell-based, LLC-PK1 hDAT, [14C]-dopamine uptake, MLSMR; Sodium-dependent dopamine transporter (Homo sapiens), Q01959; actives 1.3% (n = 110,000); B-score at 10 µM; LLC-PK1 hDAT cells, [14C]-dopamine uptake with cocaine IC80; actives deviate in either direction;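 active = Z score or B-score, a plate-position-corrected score, falls beyond the plate's 99.7% confidence bounds, in either direction; inactive = both scores lie inside the 99.7% bounds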;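 note: scored against the spread of the other compound wells on the same plate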
CYP2C19 activ: human CYP2C19 activators, primary screen, biochemical, luminescence | recombinant CYP2C19, luciferin-H EGE luminescence; hits give high values; 0 = fully inhibited enzyme, 1 = untreated enzyme | activation factor at 5 µM | Cytochrome P450 2C19 (Homo sapiens), P33261 | 96,000 tested, under 10 active;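 active = activation factor of at least 2 at 5 µM in the primary screen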;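 note: 0 = wells with 2.5 mM tranylcypromine and 1 = vehicle-only wells; values of inactives mirror those of a sister screen read the other way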
An asterisk follows results filed as active; / = no result given. Cut-off read from the data, not from the text of the source, unless noted: active = inhibition above about 30%; inactive = the rest. Outcome played no part in choosing rows (roughly 24% active in at least one column).

nr	SMILES	sEH inh	PostGolgi ctrl	S1P2 antag	S1P2 agonist	sEH act
1	OCCN=c1cc(-c2ccccc2)oc2ccc(Cl)cc12	-7	8	-1	-7	11
2	CCCCOC(=O)NCN1C(=O)C2C3C=CC(C3)C2C1=O (centres undefined)	7	-2	6	-7	-4
3	O=C(O)C1C2CCC(O2)C1C(=O)NCCC1=CCCCC1 (centres undefined)	-7	30*	-4	-9	6
4	CC1CC(C)CN(C(=O)CCCn2c(=S)[nH]c3ccccc3c2=O)C1 (centres undefined)	3	-1	-6	-6	-2
5	Cc1ccc(-c2csc(-c3c[nH]c4ccccc34)n2)cc1	5	2	-20	2	-3
6	CC1=C(C(=O)OCc2ccc3c(c2)OCO3)C(c2ccc(Cl)cc2)NC(=O)N1 (centres undefined)	/	/	37	-13	/
7	OC1(c2cccc(C(F)(F)F)c2)CCN(c2ccc(-c3ccccc3)nn2)CC1	4	4	16	-3	-9
8	Cc1noc(C)c1COC(=O)c1cc(F)c(F)cc1Cl	-19	10	10	-2	20

nr	PostGolgi yeast	CYP2C19 inh	DAT uptake mod	CYP2C19 activ
1	13	2	1.9	1
2	-2	-6	-0.54	1.1
3	-2	17	-1.2	0.8
4	-7	85*	-0.18	0.1
5	4	-2	0.88	1
6	/	19	0.87	0.8
7	3	/	-0.043	/
8	6	77*	-0.6	0.2

Other structures:
nr	SMILES	sEH inh	PostGolgi ctrl	S1P2 antag	S1P2 agonist	sEH act
9	COC(=O)C(CC(C)C)NC(=O)c1ccc([N+](=O)[O-])c(C)c1 (centres undefined)	-12	1	13	-7	12
10	N#CC1=C(N)Oc2cc(O)ccc2C1c1ccccc1 (centres undefined)	/	10	/	/	/
11	Cc1ccc(C(=O)N(CN2CCCC2=O)c2ccc(F)cc2)cc1C	0	10	3	-7	1
12	O=C(CN1C(=O)C2CC=CCC2C1=O)Nc1nnc(SCc2c(Cl)cccc2Cl)s1 (centres undefined)	-10	-1	6	-9	8
13	O=C(N/N=C/c1ccc[nH]1)c1sc2ccccc2c1Cl	2	6	-1	0	0
14	Cc1ccc(-c2nn(-c3ccccc3)cc2C=C2C(=O)CC(C)(C)CC2=O)cc1	-3	30	17	-3	4
15	O=C(NCC1CCCO1)c1cc(-c2ccccc2)on1 (centres undefined)	12	6	-2	-5	-10
16	COc1ccc(C(=O)Nc2ccc(N3CCN(c4ccc(OC)cc4)CC3)c(C#N)c2)cc1	/	-4	/	/	/

nr	PostGolgi yeast	CYP2C19 inh	DAT uptake mod	CYP2C19 activ
9	2	11	-1.4	0.9
10	-9	65*	-1	0.3
11	-6	13	0.082	0.9
12	-5	-1	-0.87	1
13	-5	22	-0.68	0.8
14	0	/	0.83	/
15	0	-4	0.16	1
16	-1	8	-0.48	0.9

More entries
nr	SMILES	sEH inh	PostGolgi ctrl	S1P2 antag	S1P2 agonist	sEH act
17	CC(=O)CSc1nc2ccccc2o1	6	/	-11	-5	-6
18	Cc1cc(C(F)(F)F)n(-c2nc(C(=O)N/N=C/c3ccc(F)cc3)cs2)n1	34	18	9	-7	-32
19	Cc1cccc(-c2noc(C3CCCCC3)n2)c1	7	0	-2	-8	-2
20	CN(C)/C=N/C(=S)Nc1ccccc1F	-6	4	-24	-1	7
21	CN(C)S(=O)(=O)N1CCN(CC(O)COc2ccc(C(=O)c3ccccc3)cc2)CC1 (centres undefined)	-21	0	6	-3	18
22	CCCNC(=O)c1cc(S(=O)(=O)N2CCc3ccccc32)ccc1F	18	-4	17	-9	-15
23	O=C(CSc1nc(-c2ccccc2)cc(C(F)(F)F)n1)NCCN1CCOCC1	-2	-2	-11	0	2
24	CC1(C)Cc2c(c(=S)nc(-c3ccccc3)n2CCOCCO)CO1	/	4	/	/	/

nr	PostGolgi yeast	CYP2C19 inh	DAT uptake mod	CYP2C19 activ
17	/	/	-1.6	/
18	1	19	-0.019	0.8
19	-13	-16	-1.3	1.2
20	17	-4	0.076	1
21	-2	25	0.6	0.7
22	-6	/	-0.55	/
23	22	38	-0.91	0.6
24	-6	4	0.094	1

Other entries.
nr	SMILES	sEH inh	PostGolgi ctrl	S1P2 antag	S1P2 agonist	sEH act
25	Cn1c2ccccc2c2cc(C(=O)O)ccc21	-8	7	7	-2	2
26	CCON1C(=O)CN(C(=O)OC)C1c1ccc(Cl)cc1Cl (centres undefined)	6	/	-4	2	-6
27	CSc1nnc(C2CCCN2)n1C (centres undefined)	17	4	10	-8	-16
28	O=C(O)c1cc2cccc(S(=O)(=O)N3CCOCC3)c2cc1O	-14	-3	14	-7	14
29	COC(=O)c1[nH]c2cc(OC)ccc2c1NC(=O)CN1CCC(C(N)=O)(N2CCCCC2)CC1	5	5	14	-2	-6
30	CCc1nnc(NC(=O)C2c3ccccc3Oc3ccccc32)s1	-6	/	-6	-2	10
31	Cn1c(=O)[nH]c(=O)c2c1nc(N1CCCCCC1)n2CCCSc1nc2ccccc2o1	10	25	-31	3	-10
32	Cc1ccc(-c2nn3c(C)nnc3c3ccccc23)cc1S(=O)(=O)NCc1ccco1	-12	-9	-20	-3	14

nr	PostGolgi yeast	CYP2C19 inh	DAT uptake mod	CYP2C19 activ
25	19	6	-0.0022	0.9
26	/	/	-0.026	/
27	4	-17	-1.3	1.2
28	5	0	/	1
29	-5	/	0.94	/
30	/	/	-0.22	/
31	3	66*	1.4	0.3
32	-3	28	0.84	0.7

The list continues.
nr	SMILES	sEH inh	PostGolgi ctrl	S1P2 antag	S1P2 agonist	sEH act
33	CCOC(=O)C1=C(CS(=O)(=O)c2ccccc2)NC(=O)NC1c1ccccc1OCC (centres undefined)	14	10	-10	-6	-10
34	CCN(CC)S(=O)(=O)c1cc(Br)ccc1OC	/	4	3	-3	/
35	CCOc1ccc2nc(SCc3ccc(C(=O)OC)o3)[nH]c2c1	/	-11	-2	-5	/
36	COCCn1nnnc1C(c1cccs1)N1CCN(c2nc3ccccc3s2)CC1 (centres undefined)	-10	16	-4	-6	12
37	CCOc1ccc(-n2cnnn2)cc1S(=O)(=O)NCCc1ccc(OC)c(OC)c1	4	-9	6	-7	-4
38	Cc1occc1C(=O)NCc1ccccn1	3	11	-11	-6	-4
39	CNC(=O)/C=C1\NC(C)(C)Cc2c1ccc1ccccc21	13	-1	17	-4	-11
40	CCOCCn1c(SCCCc2ccccc2)nc2c1c(=O)[nH]c(=O)n2C	-10	26	3	-5	8

nr	PostGolgi yeast	CYP2C19 inh	DAT uptake mod	CYP2C19 activ
33	-5	30	0.061	0.7
34	0	98*	1.1	0
35	18	83*	0.018	0.2
36	-2	82*	0.59	0.2
37	2	10	-0.024	0.9
38	-5	-9	-0.98	1.1
39	-9	67*	1.9	0.3
40	0	/	0.5	/

Additional structures follow:
nr	SMILES	sEH inh	PostGolgi ctrl	S1P2 antag	S1P2 agonist	sEH act
41	CCCC(=O)Nc1nc(C)c(-c2csc(Nc3cc(OC)ccc3OC)n2)s1	20	16	17	-6	-19
42	CC(C)(C)OC(=O)N1CCC(C(=O)N[C@@H](Cc2ccccc2)C(=O)O)CC1	1	1	-13	-1	-3
43	CC1=CCC2C(=O)N(c3nc4ccccc4n3C)C(=O)C2C1 (centres undefined)	-17	10	-3	2	13
44	CC1=C(C(=O)Nc2ccc(F)cc2)C(c2cccc(C)c2)n2nc(CCCO)nc2N1 (centres undefined)	/	0	/	/	/
45	Cc1nn(CCC(=O)NNC(=S)Nc2ccc(F)cc2)c(C)c1[N+](=O)[O-]	10	/	6	-2	-5
46	O=C(CCSCCC(=O)NCc1cccs1)NCc1cccs1	/	0	/	/	/
47	O=C(c1ccc(Nc2cccc(C(F)(F)F)c2)nc1)N1CCCC1	/	10	18	-4	/
48	O=C(Nc1nnc(CC(c2ccccc2)c2ccccc2)s1)c1ccco1	2	6	-19	1	0

nr	PostGolgi yeast	CYP2C19 inh	DAT uptake mod	CYP2C19 activ
41	3	20	0.12	0.8
42	0	-17	-1.1	1.2
43	5	2	-0.14	1
44	-3	-4	-0.24	1
45	/	/	0.065	/
46	6	35	0.7	0.6
47	-2	60*	0.39	0.4
48	-7	12	0.079	0.9

The final two records of the section above are carried over, then new ones follow:
nr	SMILES	sEH inh	PostGolgi ctrl	S1P2 antag	S1P2 agonist	sEH act
47	O=C(c1ccc(Nc2cccc(C(F)(F)F)c2)nc1)N1CCCC1	/	10	18	-4	/
48	O=C(Nc1nnc(CC(c2ccccc2)c2ccccc2)s1)c1ccco1	2	6	-19	1	0
49	Cc1ccc(NC(=O)Cn2c(=O)n(CCCC(=O)NCc3ccco3)c(=O)c3ccccc32)cc1	/	3	-3	-5	/
50	CC(=O)NN1C(=O)c2ccc(Oc3ccc([N+](=O)[O-])cc3)cc2C1=O	-6	-5	2	-10	6
51	CCCCOCCCNS(=O)(=O)Cc1ccccc1	-15	-2	-20	0	14
52	CCC(=O)Nc1nn(C)c2nc3c(C)cccc3cc12	5	10	-11	-5	-4

nr	PostGolgi yeast	CYP2C19 inh	DAT uptake mod	CYP2C19 activ
47	-2	60*	0.39	0.4
48	-7	12	0.079	0.9
49	-13	-2	-0.32	1
50	1	17	0.0094	0.8
51	6	25	-0.72	0.8
52	2	/	0.16	/

Ordered by number of heavy atoms (smallest number first): part of the list above.
nr	SMILES	sEH inh	PostGolgi ctrl	S1P2 antag	S1P2 agonist	sEH act
38	Cc1occc1C(=O)NCc1ccccn1	3	11	-11	-6	-4
51	CCCCOCCCNS(=O)(=O)Cc1ccccc1	-15	-2	-20	0	14
52	CCC(=O)Nc1nn(C)c2nc3c(C)cccc3cc12	5	10	-11	-5	-4
39	CNC(=O)/C=C1\NC(C)(C)Cc2c1ccc1ccccc21	13	-1	17	-4	-11
43	CC1=CCC2C(=O)N(c3nc4ccccc4n3C)C(=O)C2C1 (centres undefined)	-17	10	-3	2	13
35	CCOc1ccc2nc(SCc3ccc(C(=O)OC)o3)[nH]c2c1	/	-11	-2	-5	/
47	O=C(c1ccc(Nc2cccc(C(F)(F)F)c2)nc1)N1CCCC1	/	10	18	-4	/
50	CC(=O)NN1C(=O)c2ccc(Oc3ccc([N+](=O)[O-])cc3)cc2C1=O	-6	-5	2	-10	6
45	Cc1nn(CCC(=O)NNC(=S)Nc2ccc(F)cc2)c(C)c1[N+](=O)[O-]	10	/	6	-2	-5
42	CC(C)(C)OC(=O)N1CCC(C(=O)N[C@@H](Cc2ccccc2)C(=O)O)CC1	1	1	-13	-1	-3

nr	PostGolgi yeast	CYP2C19 inh	DAT uptake mod	CYP2C19 activ
38	-5	-9	-0.98	1.1
51	6	25	-0.72	0.8
52	2	/	0.16	/
39	-9	67*	1.9	0.3
43	5	2	-0.14	1
35	18	83*	0.018	0.2
47	-2	60*	0.39	0.4
50	1	17	0.0094	0.8
45	/	/	0.065	/
42	0	-17	-1.1	1.2

nr	SMILES	sEH inh	PostGolgi ctrl	S1P2 antag	S1P2 agonist	sEH act
41	CCCC(=O)Nc1nc(C)c(-c2csc(Nc3cc(OC)ccc3OC)n2)s1	20	16	17	-6	-19
36	COCCn1nnnc1C(c1cccs1)N1CCN(c2nc3ccccc3s2)CC1 (centres undefined)	-10	16	-4	-6	12
44	CC1=C(C(=O)Nc2ccc(F)cc2)C(c2cccc(C)c2)n2nc(CCCO)nc2N1 (centres undefined)	/	0	/	/	/
49	Cc1ccc(NC(=O)Cn2c(=O)n(CCCC(=O)NCc3ccco3)c(=O)c3ccccc32)cc1	/	3	-3	-5	/

nr	PostGolgi yeast	CYP2C19 inh	DAT uptake mod	CYP2C19 activ
41	3	20	0.12	0.8
36	-2	82*	0.59	0.2
44	-3	-4	-0.24	1
49	-13	-2	-0.32	1
